BoNT F protease: BoNT F light chain protease inhibition | Multiplex microsphere protease cleavage assay, flow cytometry | inhibition, % at 10 µM | 360,000 tested, 0.22% active; in the data active means inhibition above about 35%, passing the limit was not always enough; inconclusive means no clear call, values can overlap the other calls; further: plate controls were buffer without enzyme for full effect and enzyme alone for no effect
FadD28 FP inh: M. tuberculosis FadD28 bisubstrate binding inhibition | 360,000 tested, 0.22% active | inhibition, % at 12.5 µM | FadD28 bisubstrate probe binding, fluorescence polarization; in the data active means inhibition above about 8.5%, passing the limit was not always enough; inconclusive means no clear call, values can overlap the other calls
Mtb BioA inh: blocks M. tuberculosis BioA enzyme activity | purified M. tuberculosis BioA enzyme, plate reader | inhibition, % at 9.99 µM | 360,000 tested, 0.096% active | AID 602481; in the data active means inhibition above about 40%; inconclusive means no clear call, values can overlap the other calls
Mtb FBA inh: inhibitors of M. tuberculosis fructose-bisphosphate aldolase. P9WQA3. purified M. tuberculosis FBA, fluorescence read-out. inhibition, % at 1 µM. 360,000 tested, 2.3% active; in the data active means inhibition above about 27%;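 further: 0% = vehicle and 100% = reference inhibitor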
Target sequence (P9WQA3 whole entry, looked up): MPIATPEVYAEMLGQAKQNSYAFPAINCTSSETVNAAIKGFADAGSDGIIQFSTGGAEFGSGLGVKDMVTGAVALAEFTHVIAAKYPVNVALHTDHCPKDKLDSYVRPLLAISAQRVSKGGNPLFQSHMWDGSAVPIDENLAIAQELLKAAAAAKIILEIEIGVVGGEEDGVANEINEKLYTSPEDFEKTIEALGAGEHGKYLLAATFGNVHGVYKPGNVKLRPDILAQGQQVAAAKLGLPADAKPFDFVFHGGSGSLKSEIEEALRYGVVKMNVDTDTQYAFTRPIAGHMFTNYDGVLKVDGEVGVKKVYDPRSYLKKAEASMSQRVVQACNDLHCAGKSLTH
UGM FP inh: blocks M. tuberculosis UGM enzyme. 320,000 tested, 0.06% active. P9WIQ1. purified UGM, fluorescence polarization probe displacement. inhibition, % at 10 µM; in the data active means inhibition above about 10%, passing the limit was not always enough; inconclusive means no clear call, values can overlap the other calls
Target sequence (P9WIQ1 whole entry, looked up): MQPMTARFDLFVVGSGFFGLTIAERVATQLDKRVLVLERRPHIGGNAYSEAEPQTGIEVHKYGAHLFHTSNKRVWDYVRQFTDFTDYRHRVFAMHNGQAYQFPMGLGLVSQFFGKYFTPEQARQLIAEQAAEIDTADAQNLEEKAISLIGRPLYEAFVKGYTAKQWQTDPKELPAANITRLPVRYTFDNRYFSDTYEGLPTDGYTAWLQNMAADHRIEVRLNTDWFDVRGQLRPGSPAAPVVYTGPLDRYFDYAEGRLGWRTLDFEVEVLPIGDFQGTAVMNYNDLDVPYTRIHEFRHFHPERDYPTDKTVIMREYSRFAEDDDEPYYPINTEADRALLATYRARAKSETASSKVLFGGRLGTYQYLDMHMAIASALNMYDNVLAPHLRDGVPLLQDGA
BoNT-A LC inh2: BoNT A light chain protease inhibition; multiplex microsphere protease substrate cleavage, flow cytometry; inhibition, % at 10 µM; 360,000 tested, 0.17% active; AID 588499; in the data active means inhibition above about 30%; inconclusive means no clear call, values can overlap the other calls; further: plate controls were buffer without enzyme for full effect and enzyme alone for no effect
CCHFV vOTU inh: blocks the CCHF virus ovarian tumor domain protease; CCHFV vOTU protease, Pep-AMC fluorescence; inhibition, % at 11.5 µM; 370,000 tested, 0.55% active; further: 0% = vehicle wells with enzyme and 100% = no enzyme wells
GDH-TPI inh: inhibits GDH-TPI coupling enzymes, artifact for Mtb FBA screen. GDH-TPI coupled enzyme counterscreen, NADH absorbance. inhibition, % at 4.8 µM. 360,000 tested, 1.2% active;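 further: 0% = DMSO wells and 100% = wells lacking the enzyme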
PrPC surface inh: inhibitors of human cell surface prion protein PrPC | TR-FRET read-out | inhibition, % at 13.8 µM | 370,000 tested, 0.43% active; in the data active means inhibition above about 24%; further: 0% = median of the test wells and 100% = reference compound wells
* = called active by the depositor; ? = inconclusive; · = no result given; & = joins results of further samples. Unless noted, no stated cut-off is given here; in the data, active means inhibition above about 30%; inactive means the rest.

SMILES	BoNT F protease	FadD28 FP inh	Mtb BioA inh	Mtb FBA inh	UGM FP inh	BoNT-A LC inh2	CCHFV vOTU inh	GDH-TPI inh	PrPC surface inh
Cc1ccc(C(=O)OCC(=O)NC(=O)c2cccn2C)cc1	-2	-1.8	-1.2	2	-9.1	-0.4	4	-5	5
O=C(O)c1ccc(NC(=O)c2cn(-c3ccccc3)nc2-c2ccccc2)cc1	9	-2.2	·	-2	0.7	-0.4	2	10	0
CC1CCN(C(=O)Oc2ccccc2)CC1	-5	0.8	-0.3	-2	2.7	-0.4	3	10	-4
CNS(=O)(=O)c1ccc(NC(=O)C2c3ccccc3Oc3ccccc32)cc1	5	-3.1	·	-5	-0.3	0.5	0	-8	-3
CC1CCN(C(=O)CSc2nnc3ccccn23)CC1	·	-0.8	-1.6	9	1.6	·	-12	0	-3
CCCCCCCCCSc1n[nH]c(N)n1	24	2.3	-1.4	3	3.4	1.7	4	9	-2
CCC(C)c1ccc(Nc2ncccc2C#N)cc1 (configuration not stated)	-1	-0.8	2.7	1	0.4	-0.3	17	6	0
CCCNc1nc(C)cc(-c2cc(C(=O)NC3CCCC3)on2)n1	4	-1.8	-0.7	5	-0.2	0.8	-7	20	0
CCOC(=O)c1c(C)[nH]c(C(=O)CN2C(=O)NC(C)(c3ccc(C)cc3)C2=O)c1C (configuration not stated)	11	-5.7	·	-2	-2.1	2.1	2	-6	6
COC(=O)C1=C(C)N(C)C(=O)/C1=C\c1cccs1	-12	-3.5	-3.2	-6	-1.8	-2.1	-6	18	8
COc1ccc(Nc2nnc(SCc3cc([N+](=O)[O-])cc4c3OCOC4)s2)cc1	-3	-0.8	·	0	-2.0	-0.6	-1	8	-5
COc1ccc(C(=O)N/N=C(\N)c2cc3ccccc3oc2=O)cc1	-6	-2.4	-2.3	0	2.5	-1.3	0	13	1
Cc1ccc(S(=O)(=O)Nc2cc3c4c(c2)CCN4C(=O)CC3)cc1	-2	-1.6	·	3	-2.0	-3.4	13	0	6
CC1CCCN(C(=O)c2ccc(S(=O)(=O)Nc3ccccc3Cl)cc2)C1 (configuration not stated)	3	-1.0	2.7	1	-0.2	-1.6	9	3	2
COc1ccc(S(=O)(=O)NCC2CCCN(Cc3cccc(C(C)=O)c3)C2)cc1 (configuration not stated)	-2	1.7	0.7	1	3.2	-4.9	0	-3	-7
Cc1ccc(NS(=O)(=O)c2cc(C(=O)NCc3cccnc3)ccc2C)cc1	-8	-3.3	2.7	2	-3.6	-1.8	-1	-2	7
Cc1ccc(Nc2c3c(nc4ccccc24)CCC3)cc1	·	-1.5	8.4	0	-1.9	·	5	6	6
COc1ccc(CCc2nnc(CCC(=O)NCC3CCCO3)o2)cc1 (configuration not stated)	7	0.2	0.3	0	0.0	0.5	0	12	0
CCN1Cc2ccccc2-c2ccccc2S1(=O)=O	-1	-1.7	0.7	3	·	0.1	11	5	6
Cc1nc([N+](=O)[O-])cn1CC(=O)c1ccccc1	-4	-0.8	-1.3	0	1.0	0.1	7	14	-8

The last two compounds of the part above lead into the next:
SMILES	BoNT F protease	FadD28 FP inh	Mtb BioA inh	Mtb FBA inh	UGM FP inh	BoNT-A LC inh2	CCHFV vOTU inh	GDH-TPI inh	PrPC surface inh
CCN1Cc2ccccc2-c2ccccc2S1(=O)=O	-1	-1.7	0.7	3	·	0.1	11	5	6
Cc1nc([N+](=O)[O-])cn1CC(=O)c1ccccc1	-4	-0.8	-1.3	0	1.0	0.1	7	14	-8
CN1CCN(Cc2cccc(Oc3ccccc3)c2)CC1	5	-1.6	-2.8	5	1.9	1.2	-9	0	2
CC(C)OCCCNC(=S)N1CCC(C(=O)c2ccc3c(c2)OCCO3)CC1	-2	-0.5	·	6	0.8	0.1	-7	-3	1
COC(=O)CN1C(=O)C(C)=C(c2ccc(C)cc2)S1(=O)=O	-2	-1.5	-1.2	6	-0.9	-0.1	-5	0	-6
CCN(Cc1ccncc1)Cc1ccc(OC)cc1OC	5	-3.0	-1.3	-1	2.0	2.0	4	15	5
S=c1nc(COc2ccccc2)[nH]c2ccccc12	18	-2.5	0.6	4	0.3	6.5	2	17	14
O=C1/C(=C/c2cccs2)COc2ccccc21	-32	0.6	·	0	·	-1.2	9	19	0
CCS(=O)(=O)N1CCN(S(=O)(=O)c2ccc3ccccc3c2)CC1	-23	1.2	-1.3	2	1.1	0.3	-12	6	-9
O=C(NC(Nc1nc2ccc([N+](=O)[O-])cc2s1)(C(F)(F)F)C(F)(F)F)c1ccccc1Cl	-4	0.1	·	-7	1.6	-0.2	24	12	67*
COc1cc(OC)cc(C(=O)Nc2nc(CC(=O)NCc3ccccc3OC)cs2)c1	13	-15	-0.9	-1	-2.0	1.5	-11	-1	8
CN(CC(=O)Nc1c(Cl)cccc1Cl)CC(=O)N1CCc2ccccc21	9	-3.1	2.0	-1	·	0.1	-8	-1	1
N#C/C(=C/c1ccc(OCc2ccc(C(=O)O)cc2)c(Br)c1)c1cccc(F)c1	9	-7.7	·	0	-0.9	-0.7	-4	7	2
CCc1nc2ccc(C(=O)N3CCN(C(=O)c4ccco4)CC3)cn2c1N(C)CCC(C)C	-2	-3.7	-0.2	-5	·	0.1	3	12	-8
CCOc1ccc(S(=O)(=O)Nc2cc(Cl)ccc2O)cc1	-14	-2.7	2.1	4	2.4	-0.1	8	2	2
O=C(NCC1CCCO1)c1cccc(NC(=O)c2ccc(Br)cc2)c1 (configuration not stated)	3	-3.0	11	-2	1.6	2.0	15	-4	10
COc1cc(/C=C/c2nnc3c4ccccc4ncn23)cc(OC)c1OC	-2	-11	·	18	-4.6	0.2	-4	10	-8
CCOc1ccccc1N1CN(C2CCCCC2)CNC1=S	6	-2.4	0.6	-1	1.7	-2.0	-16	-10	-3
COc1cccc(-c2nc(CS(=O)(=O)CC(=O)Nc3ccccc3C)c(C)o2)c1	0	-3.2	-2.9	-1	-0.6	-1.7	-1	4	-4
O=C(N/N=C/c1cccc([N+](=O)[O-])c1)c1cc[n+](CCO)cc1	-61	-1.6	1.2	-2	-0.9	-1.2	2	9	-7
O=C(Cc1ccccc1Cl)NCCCn1ccnc1	0	-1.0	0.1	7	0.4	1.2	-18	10	1
OC(CC(O)c1ccccc1)c1ccccc1 (configuration not stated)	-1	0.0	3.4	2	·	-0.5	-4	7	-7
C[C@H](CO)N1C[C@H](C)[C@@H](CN(C)S(=O)(=O)c2cn(C)cn2)Oc2ccc(NC(=O)Nc3ccccc3)cc2C1=O	-2	0.8	-2.6&0.2	1	0.6	0.1	-8	2	9
CN(C)S(=O)(=O)n1cc(/C=C(\NC(=O)c2ccccc2F)C(=O)N2CCOCC2)c2ccccc21	15	-2.6	-3.3	1	-2.0	2.3	10	15	1
COc1ccc(C(=O)Nc2cccc(OC(=O)c3ccco3)c2)cc1	8	-2.9	4.9	1	0.7	4.3	19	4	3
COc1ccccc1-n1c(SCC(=O)N2CCCCC2)nc(O)c(Cc2ccccc2)c1=O	3	-3.8	-0.9	1	1.0	0.1	13	4	-8
Cc1cccc(N2C(=O)/C(=C/c3ccc(N4CCN(C)CC4)o3)C(=O)NC2=S)c1C	2	-2.0	·	-1	-1.5	4.2	4	12	-5
NC(=O)c1cc(NC(=O)c2cc(Br)c(Br)s2)cc(C(N)=O)c1	-1	-11	·	4	2.6	0.0	-17	1	46*
Nc1nonc1-n1nnc(C(=O)N/N=C/c2ccc(OCc3ccccc3)cc2)c1CNc1ccccc1	-3	-2.9	0.5	1	-0.7	-2.8	3	9	0
CCOCCCNC(=S)Nc1ccc2nc(N3CCN(CC)CC3)cc(C)c2c1	-12	1.0	-1.9	19	2.9	4.2	-8	18	-2
CCCCn1c(N)c(N(CC)C(=O)C2COc3ccccc3O2)c(=O)[nH]c1=O (configuration not stated)	·	-3.7	0.4	0	·	·	8	5	6
Cc1cc(C)c2[nH]c(=O)c(CN(Cc3cccs3)C(=S)NCC3CCCO3)cc2c1 (configuration not stated)	-7	-6.4	-2.6	2	1.2	0.1	-5	9	-5
CN(C(=O)c1cccc(C#N)c1)c1nnc(-c2ccccn2)s1	0	2.0	-4.0	7	-3.4	0.1	3	-4	-2
CCOC(=S)SCC(=O)Nc1ncc(C)s1	1	-1.3	·	-2	-3.9	0.0	-3	5	5
CCCCNC(=O)CNC(=S)N(Cc1cc(OC)c(OC)c(OC)c1)C1CCCC1	3	0.3	3.2	-1	0.5	-0.4	7	5	6
Cc1ccc(S(=O)(=O)N2CCCC(C(=O)O)C2)s1 (configuration not stated)	3	-1.0	-1.0	1	0.1	-0.3	-3	0	2
CCCC12CN3CC(C)(CN(C1)C3c1ccc3c(c1)OCO3)C2=O (configuration not stated)	2	-4.1	0.7	-4	-2.3	-0.4	8	-2	-2
Cc1ccc(C(=O)NNc2ncnc3c2cnn3C)cc1	?	-2.6	·	-3	0.5	?	2	-6	7
COc1ccccc1C1(O)CC2CCC(C1)N2S(=O)(=O)c1ccc(C(C)=O)cc1 (configuration not stated)	-6	-0.2	·	1	0.2	-0.5	18	7	5
COc1ccc(N2CC(NS(=O)(=O)c3cccnc3)CC2=O)cc1OC (configuration not stated)	4	-1.5	-1.0	30*	-2.2	-0.4	5	1	2

In the list so far, these contain a thiophene ring, fused or not.
SMILES	BoNT F protease	FadD28 FP inh	Mtb BioA inh	Mtb FBA inh	UGM FP inh	BoNT-A LC inh2	CCHFV vOTU inh	GDH-TPI inh	PrPC surface inh
COC(=O)C1=C(C)N(C)C(=O)/C1=C\c1cccs1	-12	-3.5	-3.2	-6	-1.8	-2.1	-6	18	8
O=C1/C(=C/c2cccs2)COc2ccccc21	-32	0.6	·	0	·	-1.2	9	19	0
NC(=O)c1cc(NC(=O)c2cc(Br)c(Br)s2)cc(C(N)=O)c1	-1	-11	·	4	2.6	0.0	-17	1	46*
Cc1cc(C)c2[nH]c(=O)c(CN(Cc3cccs3)C(=S)NCC3CCCO3)cc2c1 (configuration not stated)	-7	-6.4	-2.6	2	1.2	0.1	-5	9	-5
Cc1ccc(S(=O)(=O)N2CCCC(C(=O)O)C2)s1 (configuration not stated)	3	-1.0	-1.0	1	0.1	-0.3	-3	0	2

Just UGM FP inh and FadD28 FP inh, for some of the entries so far:
mol,UGM FP inh,FadD28 FP inh
CN(C(=O)c1cccc(C#N)c1)c1nnc(-c2ccccn2)s1,-3.4,2.0
CCOC(=S)SCC(=O)Nc1ncc(C)s1,-3.9,-1.3

Compound activity: PubChem BioAssay, several laboratories
